# D1 potentiator = Potentiators of Human D1 Dopamine Receptor: qHTS. potentiation, % at 10 µM. D(1A) dopamine receptor (Homo sapiens), P21728. 360,000 compounds, 0.036% hits. AID 504651, 2011. HEK293 TREx D1 cells, calcium flux, dopamine EC20 potentiation; in the data active = potentiation above about 30%; also: 0% is about no effect
# Target sequence (P21728 whole entry, looked up): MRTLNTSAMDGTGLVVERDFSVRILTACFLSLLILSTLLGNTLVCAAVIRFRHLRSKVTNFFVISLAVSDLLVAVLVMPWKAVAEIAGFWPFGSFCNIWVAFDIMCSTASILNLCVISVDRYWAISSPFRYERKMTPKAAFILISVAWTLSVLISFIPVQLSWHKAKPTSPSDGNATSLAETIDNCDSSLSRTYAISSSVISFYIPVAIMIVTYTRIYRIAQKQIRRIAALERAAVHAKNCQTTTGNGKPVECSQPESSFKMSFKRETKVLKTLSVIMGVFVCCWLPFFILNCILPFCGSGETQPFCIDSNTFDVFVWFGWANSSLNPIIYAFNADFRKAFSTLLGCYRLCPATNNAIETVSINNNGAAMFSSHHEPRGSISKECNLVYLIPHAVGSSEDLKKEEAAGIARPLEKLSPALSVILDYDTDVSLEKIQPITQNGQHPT
# Vif-A3F inh = qHTS for Inhibitors of Vif-A3F Interactions: qHTS. 390,000 compounds, 0.2% hits. HeLa A3F-eYFP + Vif (tagged APOBEC3F with the HIV-1 protein that degrades it), YFP fluorescence increase. AID 602313, 2012. Potency, µM (titrated, usually from 46.1 µM), for the others: at the highest dose activity, negative = active; also: potency is read from the fitted curve at half-maximal effect; % of control where 0% means no effect; nearly all actives have a fitted effect of over 65% in size
#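 HeLa cells stably expressing A3F-eYFP plus Vif, plated and incubated overnight at 37 deg C, then exposed to compounds overnight at 37 deg C. Blocked degradation read as raised yellow fluorescence (Ex 488/Em 500-530).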
# GRP78 ERSR act = qHTS for Inducers of the Endoplasmic Reticulum Stress Response (ERSR) in Human Glioma: qHTS. U87-MG GRP78 promoter luciferase reporter, 16 h. Potency, µM, for inactives: at the highest dose activation, hits mostly activators. 420,000 compounds, 0.02% hits. AID 602332, 2012; also: potency is read from the fitted curve at half-maximal effect; series mostly up to about 76 µM; % of control where 0% means no effect; nearly all actives have a fitted effect of over 35% in size
#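 Stably transfected U87-MG human glioma cells carrying a GRP78-based luminescent sensor were seeded at 1000 cells/well, pin-dosed with compounds and incubated 16 h. Luciferase reagent was then added, and end-point luminescence was read after 10 min at room temperature.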
# D2 potentiator = HTS Assay for Positive Allosteric Modulators of the Human D2 Dopamine Receptor: Primary Screen for Potentiators. HEK293 T-REx D2, calcium flux, EC20 dopamine potentiation. potentiation, % at 10 µM. AID 485347, 2010. 340,000 compounds, 0.34% hits;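 active = potentiation over 3 SD above the plate norm, cut at about 30% in these data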; also: 0% is about no effect
#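 Potentiation of an EC20 dopamine calcium response measured kinetically over 180 s, after a preceding 180 s compound-only read flagging agonists. Cells: inducible Hek293 Trex D2 line, 4000/well, cultured overnight at 30 C before dye loading.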
# D1 agonist = Allosteric Agonists of the Human D1 Dopamine Receptor: qHTS. D(1A) dopamine receptor (Homo sapiens), P21728. HEK293 T-REx D1 cells, calcium flux, agonist mode. activation, % at 2 µM. 360,000 compounds, 1% hits. AID 504660, 2011; in the data active = activation above about 30%; also: 0% is about no effect
#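 Tetracycline-induced HEK293 TREx D1 cells, force-coupled to calcium signalling, were dye-loaded with a no-wash calcium kit. Compound was pin-added after a 10 s baseline. Fluorescence was read kinetically at 1 cycle/s for 180 s, with calcium rises flagged as agonism.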
# LDHA inh = qHTS assay for inhibitors of human lactate dehydrogenase; L-lactate dehydrogenase A chain (Homo sapiens), P00338; purified LDHA, NADH/diaphorase-resazurin fluorescence; hits give low values; AID 1347041, 2019; activity change, % (values are at about 110 or 230 µM); 480,000 compounds, 0.15% hits; in the data active = activity change below about -30%; inconclusive = mostly about -25% to -30%;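 also: plate controls were DMSO wells for no effect and wells without enzyme for full effect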
#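 Enzyme activity of human lactate dehydrogenase 5 (2 nM; 0.06 mM NADH, 0.2 mM pyruvate, 5 min, RT) is measured via a resazurin/diaphorase fluorescence readout of residual NADH.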
# Vif-A3G inh = qHTS for Inhibitors of Vif-A3G Interactions: qHTS; HeLa A3G-eYFP + Vif (tagged APOBEC3G with the HIV-1 protein that degrades it), YFP fluorescence, overnight; Potency, µM (titrated, usually from 46.1 µM), inactives show top-dose activity, negative = active, actives largely listed as inhibitors; 410,000 compounds, 0.076% hits; AID 602310, 2012;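 also: potency is read from the fitted curve at half-maximal effect; % is scaled to controls: 0 for no effect and ±100 for the full control effect; nearly all actives have a fitted effect of over 60% in size; hits raise eYFP signal because A3G escapes Vif-driven loss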
# Target sequence (Q9HC16 whole entry, looked up): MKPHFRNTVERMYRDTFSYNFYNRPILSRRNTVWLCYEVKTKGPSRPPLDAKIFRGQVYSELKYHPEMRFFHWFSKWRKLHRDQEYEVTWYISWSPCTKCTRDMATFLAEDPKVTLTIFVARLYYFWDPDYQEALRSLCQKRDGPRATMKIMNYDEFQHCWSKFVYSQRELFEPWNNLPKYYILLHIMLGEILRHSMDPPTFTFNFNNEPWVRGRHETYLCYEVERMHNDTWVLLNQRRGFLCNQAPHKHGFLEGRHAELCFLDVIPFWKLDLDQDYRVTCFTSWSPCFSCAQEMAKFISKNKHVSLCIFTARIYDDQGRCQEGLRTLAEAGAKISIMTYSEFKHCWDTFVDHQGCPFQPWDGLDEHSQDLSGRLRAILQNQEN
#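 HeLa cells stably expressing Vif and C-terminally eYFP-tagged A3G, seeded overnight at 37 deg C, then exposed to compound by pintool overnight at 37 deg C. Rise in yellow fluorescence (Ex 488/Em 500-530, Acumen) marks blocked Vif-driven A3G degradation.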
# RXFP1 ag = qHTS Assay for Agonists of the Relaxin Receptor RXFP1 | Relaxin receptor 1 (Homo sapiens), Q9HBX9 | HEK293T-RXFP1 cAMP TR-FRET, 30 min; response scale: percent of porcine relaxin response, buffer zero | Potency, µM (highest dose often 57.5 µM), inactives show at the highest dose activation, hits mostly activators | 370,000 compounds, 0.3% hits; also: potency is read from the fitted curve at half-maximal effect; % is scaled to controls: 0 for no effect and ±100 for the full control effect; nearly all actives have a fitted effect of over 60% in size; many of its hits are not listed in these tables
#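 HEK293T cells stably expressing RXFP1 were pretreated with the PDE4 inhibitor Ro 20174, exposed to compounds for 30 min at 37C, lysed, and cAMP was read by TR-FRET. Data normalized to buffer (basal) and 29 nM porcine relaxin (100%).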
# D1 antag = Antagonist of Human D 1 Dopamine Receptor: qHTS; D(1A) dopamine receptor (Homo sapiens), P21728; AID 504652, 2011; activity change, negative = inhibition, % at 10 µM; 360,000 compounds, 3.2% hits; HEK293 TREx D1 cells, calcium flux, dopamine EC80; hits give low values; in the data active = activity change below about -30%; also: % is scaled to controls: 0 for no effect and ±100 for the full control effect
#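 After overnight tetracycline induction at 30 C, force-coupled D1 HEK293 cells took up a no-wash calcium dye at room temperature. Compounds were added and monitored 180 s, and the response to EC80 dopamine was then recorded.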
# The depositor's hits bear a star; ? = inconclusive; nt = not tested or not shown. Unless noted, calls follow the shape of the dose curve; as a rule, active = well fitted curve in the direction sought with a large enough effect; inconclusive = small, poorly fitted or top-dose-only effect, or another doubt; inactive = no such curve, though single readings can be large; an effect the other way counts as inactive or inconclusive. Only part of the results is shown, so the mix of outcomes need not match the whole.
SMILES,D1 potentiator,Vif-A3F inh,GRP78 ERSR act,D2 potentiator,D1 agonist,LDHA inh,Vif-A3G inh,RXFP1 ag,D1 antag
CN(Cc1cccs1)C(=O)CN1C(=O)c2ccccc2S1(=O)=O,-5.7,8.1%,3.8%,6.2,3.2,-4.9,-0.2%,1.9%,-12.3
COC(=O)N1C(=O)[C@](c2ccccc2)(C(C)C)N1C(=O)OC,-4.2,-4.5%,-4.1%,-7.8,-0.9,-2.4,1.3%,-0.1%,2.5
CN1CCN(C(=O)c2ccc(CN3CCOCC3)cc2)CC1,-0.6,-10.5%,-2.1%,1.6,5.1,2.1,-4.8%,-1.1%,3.4
CCOC(=O)/C(C(=O)Nc1ccccc1Cl)=C1/NC(C)(C)Cc2ccccc21,-1.9,-8.8%,-4.9%,9.4,7.4,-1.3,-5.3%,0.0%,6.2
O=C1C=C(c2ccccc2)C(O)(c2ccccc2)C1 (stereo not given),-0.6,0.1%,-2.6%,-0.4,4.6,-3.1,-0.6%,-0.2%,-27.0
COc1ccc(S(=O)(=O)Nc2cccc3c2O[C@H](CN(C)Cc2ccncc2)[C@@H](C)CN([C@H](C)CO)C3=O)cc1,nt,-15.4%,-4.0%,nt,nt,-7.9,-18.0%,nt,nt
CCOC(=O)c1cc(OC(=O)c2cc(OC)cc(OC)c2)n(-c2ccccc2)n1,-1.2,-5.1%,-2.1%,5.7,-1.8,2.4,-3.9%,-0.9%,-4.2
Cc1ccc(NC(=O)c2ccc([N+](=O)[O-])o2)c(C)c1,-0.4,0.3%,?,-4.6,1.1,2.9,?,0.8%,4.0
COc1cccc(/C=C2/NC(=O)N(CC(=O)Nc3ccc(C)cc3)C2=O)c1OCc1cccc(C(=O)O)c1,nt,-17.2%,-0.8%,2.4,2.9,-0.6,-5.6%,2.9%,13.8
CC(C)c1cc(C(=O)Nc2cccc(Cl)c2)no1,-4.0,-1.5%,9.9%,-12.9,4.4,1.3,0.3%,0.8%,-10.9
O=C(CSc1nc2[nH]ncc2c(=O)[nH]1)NCc1ccccc1,-9.3,-5.8%,-3.5%,9.4,0.5,-4.5,0.9%,0.4%,19.1
CSc1ccccc1NC(=O)COC(=O)Cc1cccs1,4.0,5.1%,-2.3%,15.3,-2.3,-4.4,-0.4%,1.9%,nt
Cc1cc(Nc2cccc(C)c2C)n2nc(C)nc2n1,-0.2,2.1%,0.3%,17.0,-2.1,-4.6,-3.7%,-0.6%,5.5
CCOCCCNC(=O)c1cn(CC)c2ccc(S(=O)(=O)N(C)C3CCCCC3)cc2c1=O,1.8,-6.1%,0.9%,-5.9,0.1,-2.5,-2.6%,0.8%,25.4
CN(C(=O)COC(=O)c1ccc(S(=O)(=O)N2CCCCCC2)cc1)c1ccccc1,nt,3.9%,-4.2%,nt,nt,-1.2,-6.2%,nt,nt
COc1cc(OC)nc(Oc2ccccc2C=O)n1,nt,?,-4.9%,nt,nt,-8.0,-26.0%,nt,nt
CCOc1[nH]n(-c2ccccc2)c(=O)c1C=Nc1ccccc1,-4.3,-7.0%,-4.2%,-4.5,0.9,-1.5,?,-1.8%,3.9
CCOc1ccccc1Nc1nnc(SCC(=O)Nc2nc(-c3ccc(OC)cc3)cs2)s1,-6.0,-11.3%,1.4%,nt,1.9,-8.0,-7.3%,4.4%,-22.3
CCCN(CCC)C(=O)Cn1c(SCc2cccc(F)c2)nc2cccnc21,0.8,-1.9%,0.7%,nt,-1.7,-9.8,-5.1%,3.8%,6.8
O=C(Nc1cccc2ccccc12)N1CCCN(c2c(Cl)cncc2Cl)CC1,-0.6,2.7%,-1.4%,12.6,-0.3,27.9,-10.2%,5.5%,7.6
COc1ccc(C2C(C(=O)NC(C)C)c3ccccc3C(=O)N2C)cc1OC (stereo not given),-0.9,-4.0%,-2.6%,-2.9,3.5,-6.4,1.5%,0.9%,-7.7
CC1=C(C)CC(C(=O)Nc2ccc(C(=O)N3CCOCC3)cc2)C(C(=O)O)C1 (stereo not given),1.9,-6.7%,-5.1%,0.7,2.6,-10.6,0.7%,-1.1%,4.4
N#Cc1ccsc1NC(=O)CN1CCN(c2ccccn2)CC1,-2.4,4.5%,-0.4%,-6.8,0.7,-3.8,-3.2%,-0.1%,2.5
CCOc1ccc(C(=O)Nc2c(C(=O)c3ccccc3)oc3ccccc23)cc1,3.5,nt,nt,-3.0,142.6*,-3.5,nt,1.2%,7.4
Cc1noc(C)c1COc1ccc(C(=O)OCC(=O)Nc2ccc3ccccc3c2)cc1,-3.0,-5.9%,-0.2%,-1.0,6.5,-2.6,-10.8%,-0.6%,0.6
# Next part
SMILES,D1 potentiator,Vif-A3F inh,GRP78 ERSR act,D2 potentiator,D1 agonist,LDHA inh,Vif-A3G inh,RXFP1 ag,D1 antag
COc1ccc(NC(=O)c2ccc3nc(-c4ccccc4)c(-c4ccccc4)nc3c2)c(OC)c1,-4.0,0.3%,-0.1%,15.0,2.4,-0.6,0.5%,1.5%,-13.4
C/C(=N/NC(=O)CNC(=O)c1ccccc1F)c1ccc2c(c1)CCCC2,-9.9,-8.4%,0.9%,-11.7,0.0,-1.7,-3.2%,-0.1%,-3.2
C[C@H](CO)N1C[C@H](C)[C@H](CN(C)CC2CCCCC2)Oc2ccc(NS(=O)(=O)c3ccc(F)cc3)cc2CC1=O,nt,-1.2%,-0.8%,nt,nt,0.4,0.5%,nt,nt
CCCCNC(=O)CCc1nc2cccnc2n1Cc1ccc(OC)cc1,-1.1,6.5%,-3.6%,18.7,2.1,-9.6,-4.8%,1.6%,6.5
O=C(Nc1ccc(OCC(=O)N2CCN(S(=O)(=O)c3ccccc3)CC2)cc1)c1ccco1,4.2,nt,-1.8%,-9.8,0.9,-2.1,-1.5%,0.8%,-13.8
COc1ccccc1C(=O)Nc1ccc2c(c1)CN(C(=O)CSC)CC2,-0.9,0.8%,0.4%,4.8,2.0,-3.3,?,1.2%,-0.5
C/C(=N\NC(=O)CNC(=O)c1ccc2c(c1)OCO2)c1ccco1,-0.7,1.9%,6.5%,-3.0,1.4,-1.4,0.7%,-0.1%,-5.0
Nc1c(C(=O)NCCC2=CCCCC2)sc2ccc(S(=O)(=O)N3CCCCC3)cc12,-3.3,0.1%,-4.6%,12.8,3.1,0.8,0.4%,1.9%,23.9
Fc1c(F)c(F)c(N=Cc2ccc3ncccc3c2)c(F)c1F,-1.4,4.6%,-2.8%,-13.8,3.6,-2.4,-1.3%,6.5%,26.9
O=c1nc(/C=C/c2ccc(-c3ccc(F)cc3)o2)cc(C(F)(F)F)[nH]1,0.1,nt,nt,3.4,98.3*,nt,nt,3.7%,-20.0
CCC1CN(C(=O)Nc2cccc3c2CCCC3)c2cc(Cl)ccc2O1 (stereo not given),1.1,-8.6%,-3.4%,-1.7,6.3,3.8,-5.5%,2.6%,3.4
Cc1cccc(C(=O)Nc2ncc(CN3CCOCC3)s2)c1,-2.0,0.0%,-1.6%,18.5,11.6,-3.9,1.1%,1.2%,-22.1
COc1ccc(C(=O)c2c(C)oc3cc([N+](=O)[O-])c(O)c([N+](=O)[O-])c23)cc1,-1.8,-0.7%,-5.7%,-1.3,0.8,12.5,0.7%,1.2%,12.5
CCCC1=Nc2cc(C(=O)NCC(C)c3ccccc3)ccc2Sc2ccccc21 (stereo not given),-2.8,-4.0%,-5.5%,12.8,4.7,1.1,-20.8%,-0.4%,-15.4
C=CCc1ccccc1OCC(O)CN(C(C)C)C(C)C (stereo not given),-6.5,4.2%,-4.7%,-1.6,4.9,-0.7,1.8%,2.5%,5.3
O=[N+]([O-])C1C(c2ccccc2)C12c1ccccc1-c1ccccc12 (stereo not given),nt,-6.7%,-4.0%,nt,nt,-7.5,?,nt,nt
CNC[C@H]1Oc2c(NC(=O)C3CC3)cccc2C(=O)N([C@H](C)CO)C[C@@H]1C,nt,-0.2%,-4.1%,nt,nt,0.4,1.1%,nt,nt
Cc1ccc(S(=O)(=O)NCCC2=CCCCC2)cc1C(N)=O,-0.4,-3.0%,-1.9%,5.1,14.2,-2.2,-3.6%,-0.6%,-26.7
Cc1cccc(N2CCN(c3ncnc4onc(C)c34)CC2C)c1 (stereo not given),-5.7,0.7%,-3.9%,2.2,17.4,3.5,-20.0%,-0.1%,-27.1
N#C/C(=C/c1ccc2c(c1)OCO2)C(=O)Nc1ccc(O)cc1,4.1,20.0%,3.3%,7.0,0.1,-7.3,?,-0.3%,6.8
CCOc1ccc(-n2nc3ccc(N)cc3n2)cc1,3.5,-12.6%,-12.1%,13.0,2.9,7.9,-7.0%,11.3%,-4.0
CN(C)C(CNC(=O)c1ccc(NS(=O)(=O)c2ccc(F)cc2)cc1)c1ccco1 (stereo not given),2.5,-12.9%,-3.6%,3.7,2.2,-7.5,0.1%,-0.2%,-6.8
OCCN(CCCn1c(-c2ccncc2)nc2ccccc21)c1nc(CN2CCCCC2)cs1,-1.8,-1.8%,-4.6%,6.2,0.3,0.6,0.2%,1.3%,-2.5

# Arranged by value in D1 antag (highest first): three of the compounds above
Molecule,D1 potentiator,Vif-A3F inh,D2 potentiator,D1 agonist,LDHA inh,D1 antag
Nc1c(C(=O)NCCC2=CCCCC2)sc2ccc(S(=O)(=O)N3CCCCC3)cc12,-3.3,0.1%,12.8,3.1,0.8,23.9
COc1ccc(C(=O)c2c(C)oc3cc([N+](=O)[O-])c(O)c([N+](=O)[O-])c23)cc1,-1.8,-0.7%,-1.3,0.8,12.5,12.5
Cc1cccc(C(=O)Nc2ncc(CN3CCOCC3)s2)c1,-2.0,0.0%,18.5,11.6,-3.9,-22.1

# Screening results from PubChem BioAssay.
